Assay outcomes from PubChem.
DNA FID counter = fluorescent intercalator displacement, NS3 helicase counter-screen; actives 0.17% (n = 290,000); inhibition, % at 7.9 µM; DNA fluorescent intercalator displacement, fluorescence; in the data active = inhibition above about 37%;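 also: 0% = vehicle and 100% = reference compound; higher means more ethidium bromide displaced from hairpin DNA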
PfM18AAP inh = blocks P. falciparum M18 aspartyl aminopeptidase | recombinant PfM18AAP, H-Glu-NHMec fluorogenic cleavage | AID 1822 | inhibition, % at 7.35 µM | actives 1.2% (n = 290,000);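 active = inhibition above the campaign mean inhibition over all tested compounds plus 3 SD, cut at about 28% in these data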;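 also: 0% = plate median of test compound wells and 100% = 2 mM ZnCl2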
p-CIP stab down = lowers stability of the mouse p/CIP coactivator protein. F442A p/CIP-EGFP cells, EGFP fluorescence, 16 h. decrease of EGFP signal, % at 10 µM. actives 0.01% (n = 290,000). AID 1984;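 active = EGFP signal decrease of at least 30% at 10 µM or well 3 SD below plate mean, unless failing retest; inactive = the rest, including hits failing retest or dose response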; also: some compounds called inactive have numbers as strong as hits; many of its hits are not listed in these tables
IMP-1 inh = inhibitors of Pseudomonas aeruginosa IMP-1 metallo-beta-lactamase. purified IMP-1, nitrocefin hydrolysis, epi-absorbance fluorescence. inhibition, % at 5.6 µM. actives 0.45% (n = 290,000). AID 1556;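 active = inhibition above the mean plus 3 SD of all compounds in the same screening run, cut at about 4.5% in these data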;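 also: 0% = IMP-1 with DMSO and 100% = DMSO wells lacking enzyme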
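Material – recombinant IMP-1 enzyme, purified · Amount – IMP-1 0.2 nM before substrate addition · Medium – HEPES buffer pH 7.1 with ZnSO4 and Brij 35 · Timing – 25 °C, 15 min preincubation, 25 min reaction · Measured by – plate fluorescence quenching by hydrolysis product, ex 480/em 530 nm · Read-out – percent enzyme inhibition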
IDE cell activ = IDE (human) activation, cell-based; P14735; HEK cells, FAbeta-B cleavage, fluorescence polarization; 0% vehicle, 100% cell-free pure enzyme wells; activation, % at 5.96 µM; actives 0.073% (n = 340,000); AID 493087;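 active = activation above the mean of all tested compounds plus 3 SD, set per screening campaign, cut at about 17% in these data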
SUMO HTRF inh = inhibitors of human SUMOylation (UBC9). P63279. inhibition, % at 35 µM. HTRF SUMOylation assay, SAE1/SAE2 + UBC9, in vitro. actives 0.36% (n = 290,000). AID 2006; in the data active = inhibition above about 50%, passing the limit was not always enough; also: strong numbers were not always called active
IDE inh = inhibitors of human insulin-degrading enzyme in cells; P14735; HEK cells, FAbetaB cleavage, fluorescence polarization; inhibition, % at 5.59 µM; actives 0.41% (n = 320,000);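 active = percent inhibition above the average of all tested compounds plus 3 SD, set per screening campaign, cut at about 16% in these data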;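 also: IDE supplied by intact live HEK cells; FP after avidin binding of uncleaved biotin substrate so inhibition keeps polarization high; 0% = DMSO wells and 100% = 60 µM reference IDE inhibitor Ii1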
VIM-2 inhibitor = blocks Pseudomonas aeruginosa VIM-2 metallo-beta-lactamase; purified VIM-2, nitrocefin hydrolysis, epi-absorbance fluorescence; inhibition, % at 5.6 µM; actives 0.89% (n = 290,000);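 active = inhibition above the mean of all tested compounds plus 3 SD, cutoff set per screening run, cut at about 7.5% in these data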;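 also: red hydrolysis product quenches plate fluorescence so inhibitors raise well fluorescence; 0% = enzyme with DMSO and 100% = DMSO without enzyme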
NS3 helicase inh = inhibitors of Hepatitis C virus NS3 helicase; actives 0.56% (n = 290,000); inhibition, % at 10.9 µM; NS3 helicase DNA unwinding, Cy5 molecular beacon fluorescence;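 active = inhibition above the mean of all tested compounds plus 3 SD, set per campaign, cut at about 35% in these data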;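 also: 0% = DMSO wells and 100% = thioflavine S control wells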
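test system = hepatitis C virus NS3 helicase domain fragment enzyme | reagent = annealed dual-labelled DNA beacon duplex, ATP-started | times = 1 h at 25 °C | detection = Cy5 fluorescence, 0 and 60 min reads | read-out basis = percent inhibition from t60/t0 fluorescence ratio | control set = DMSO and thioflavine S | replication = one well per compound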
An asterisk follows results filed as active; · = no result given.

The line under a structure holds: DNA FID counter, PfM18AAP inh, p-CIP stab down, IMP-1 inh, IDE cell activ, SUMO HTRF inh, IDE inh, VIM-2 inhibitor, NS3 helicase inh
O=C(CCN1C(=O)C2C3C=CC(C3)C2C1=O)Nc1c(F)cc(F)cc1Br (stereo unspecified)
 : 0, 2, 6, -5.9, 6, -18, 5, -0.6, 24
O=C(COC(=O)/C=C/c1ccc(OC(F)F)cc1)Nc1ccc(S(=O)(=O)N2CCCC2)cc1
 : -10, -3, 8, -5.8, -3, -36, 14, -2.0, -4
Cc1cc(NC(=O)COC(=O)C2=COCCO2)c([N+](=O)[O-])cc1C
 : 0, -14, -6, 0.0, 3, 10, 7, 1.7, -1
COc1ccccc1CNC(=O)COC(=O)c1cc([N+](=O)[O-])ccc1N1CCOCC1
 : -24, 6, -11, -1.5, 3, 7, -2, -1.5, 7
O=C(NCCc1ccccc1)/C(=C\c1ccccc1)NC(=O)c1ccco1
 : -9, 2, 6, -2.6, -4, 12, 2, -1.2, -1
COC(=O)c1sc(NC(=O)/C=C/c2ccc(C)cc2)nc1C
 : -3, -2, -15, -0.5, 3, -2, 7, -4.6, -19
O=C(c1ccc(=O)[nH]c1)N(Cc1ccco1)C1(C(=O)NC2CCCC2)CCCCC1
 : -11, -4, 2, -2.4, 0, 0, -3, -4.2, 3
Cc1ccnc(NC(=O)c2ccc(Cl)c(NC(=O)CCc3ccccc3)c2)c1
 : -23, -8, -15, -2.8, ·, -4, 0, -2.8, 11
CCOc1ccc(NC(C)c2cc(Cl)ccc2O)cc1 (stereo unspecified)
 : 5, 3, -1, -5.9, -2, -7, -4, -2.6, 2
CCOC(=O)c1[nH]c2ccc(OC)cc2c1NC(=O)CCN1CCN(Cc2ccccc2)CC1
 : 0, 5, -8, -2.0, 4, 16, 6, 0.3, -3

An excerpt from above in order of length of the SMILES, lowest first:
The line under a structure holds: DNA FID counter, PfM18AAP inh, p-CIP stab down, IMP-1 inh, IDE cell activ, SUMO HTRF inh, IDE inh, VIM-2 inhibitor, NS3 helicase inh
O=C(NCCc1ccccc1)/C(=C\c1ccccc1)NC(=O)c1ccco1
 : -9, 2, 6, -2.6, -4, 12, 2, -1.2, -1
Cc1cc(NC(=O)COC(=O)C2=COCCO2)c([N+](=O)[O-])cc1C
 : 0, -14, -6, 0.0, 3, 10, 7, 1.7, -1
O=C(COC(=O)/C=C/c1ccc(OC(F)F)cc1)Nc1ccc(S(=O)(=O)N2CCCC2)cc1
 : -10, -3, 8, -5.8, -3, -36, 14, -2.0, -4

(more compounds)
The line under a structure holds: DNA FID counter, PfM18AAP inh, p-CIP stab down, IMP-1 inh, IDE cell activ, SUMO HTRF inh, IDE inh, VIM-2 inhibitor, NS3 helicase inh
O=C(CSc1nnc(SCc2ccccc2)s1)N/N=C/c1ccc(C(=O)O)cc1
 : -34, 6, -1, -3.2, 4, 3, -1, -1.8, 6
CC(Sc1n[nH]c(N)n1)c1nc2scc(-c3cccs3)c2c(=O)[nH]1 (stereo unspecified)
 : 3, 2, -8, -0.1, 2, 23, 0, -1.7, 1
CCOc1cc(C2NC(=S)NC(C)=C2C(=O)Nc2ccccc2)ccc1O (stereo unspecified)
 : 2, 17, 0, -0.2, 1, -24, 2, -1.9, -2
COc1ccc(Cn2nnnc2CN(Cc2cc3cccc(C)c3[nH]c2=O)C2CCCC2)cc1
 : -3, -10, -8, -7.2, -3, 30, 5, -1.4, 4
CCOc1ccc(-c2ccc(/C=C3/C(=N)N4C(C)=CSC4=NC3=O)o2)c([N+](=O)[O-])c1
 : -12, 8, 2, -1.0, 3, 23, 1, -4.2, 48*
CC(SCC(=O)NC12CC3CC(CC(C3)C1)C2)C(=O)O (stereo unspecified)
 : -3, -4, -4, -0.4, -1, -1, 6, -1.4, 2
O=C(Cn1cnc2c(cnn2-c2ccccc2)c1=O)NC1CCCC1
 : -2, -1, -11, -2.6, 6, 34, -5, 2.3, -6
CCN(C(=O)c1cn(C)c(=O)c2cc(OC)c(OC)cc12)c1ccccc1C
 : -36, -5, -3, -4.3, 5, -6, 3, -3.0, 4
CC(=O)Nc1ccc(/C=N/NC(=O)CCN2CCN(c3ccccc3)CC2)cc1
 : 1, -11, 10, -2.0, -1, 21, 6, -2.7, 0
Cc1onc(-c2ccccc2Cl)c1C(=O)Nc1cc(=O)n(C)c(=O)n1C
 : -1, 23, ·, -2.3, 1, ·, -6, 1.1, -3

Next part.
The line under a structure holds: DNA FID counter, PfM18AAP inh, p-CIP stab down, IMP-1 inh, IDE cell activ, SUMO HTRF inh, IDE inh, VIM-2 inhibitor, NS3 helicase inh
CNC(=O)n1ccc(C(=O)N2CCCCC2)n1
 : 2, 1, 2, 2.7, 5, 12, -2, -4.7, -4
CCCN(CC(=O)Nc1ccccc1C)C(=O)CCl
 : 8, 4, 15, -2.6, 4, 2, 0, -2.6, 0
CCOc1ccc(CNC(c2ccccc2)c2ccccc2)cc1
 : 15, -4, -8, -5.5, -1, -24, 7, -2.7, -60
CC(C)c1ccc(S(=O)(=O)c2cn(Cc3ccc(F)cc3)c3cc4c(cc3c2=O)OCO4)cc1
 : -1, 1, 4, -2.5, ·, 12, 4, -4.4, 13
O=S(=O)(Nc1cccc(-n2cnnn2)c1)c1ccccc1F
 : -6, -4, 9, -3.8, 6, -3, 7, -1.7, 5
O=C(Cn1c(NCCCO)nc2ccccc21)c1ccc(F)cc1
 : 3, -5, 10, 1.4, 2, 8, 1, -0.9, -7
COCCN1CCN(C(=O)C2CCC(=O)N(CCCc3ccccc3)C2)CC1 (stereo unspecified)
 : -4, 0, 3, -1.2, 4, 2, 6, -1.5, 16
Cc1noc(C)c1C(=O)NC(C)C1CCCO1 (stereo unspecified)
 : 3, 0, -6, -0.8, 5, 30, 0, -0.8, -10
CN(c1ccc(C(=O)N2CCOCC2)cc1)S(=O)(=O)c1ccc(Cl)cc1
 : -32, 5, -54, -1.1, 3, 7, 1, -1.1, 4
CCOC(=O)C1=C(CSc2nc(-c3ccncc3)ccc2C#N)OC(N)=C(C#N)C1c1cccnc1 (stereo unspecified)
 : -16, 27, -21, -1.5, 5, 20, -3, 0.7, 6

Fetched one by one from above (3):
The line under a structure holds: DNA FID counter, PfM18AAP inh, p-CIP stab down, IMP-1 inh, IDE cell activ, SUMO HTRF inh, IDE inh, VIM-2 inhibitor, NS3 helicase inh
Cc1noc(C)c1C(=O)NC(C)C1CCCO1 (stereo unspecified)
 : 3, 0, -6, -0.8, 5, 30, 0, -0.8, -10
COCCN1CCN(C(=O)C2CCC(=O)N(CCCc3ccccc3)C2)CC1 (stereo unspecified)
 : -4, 0, 3, -1.2, 4, 2, 6, -1.5, 16
CCOc1ccc(CNC(c2ccccc2)c2ccccc2)cc1
 : 15, -4, -8, -5.5, -1, -24, 7, -2.7, -60

Other results:
The line under a structure holds: DNA FID counter, PfM18AAP inh, p-CIP stab down, IMP-1 inh, IDE cell activ, SUMO HTRF inh, IDE inh, VIM-2 inhibitor, NS3 helicase inh
CCCn1nc(Oc2nc(N(C)C)nc(N(C)C)n2)ccc1=O
 : -18, 2, -11, -1.7, 11, 8, -3, -4.7, 3
O=C(CCCCn1c(=O)[nH]c2ccsc2c1=O)NCC1CCCO1 (stereo unspecified)
 : -2, -6, 6, -0.5, 5, 2, -3, 0.4, 6
CCc1nnc(NS(=O)(=O)c2ccc(NC(=O)/C=C/c3ccccc3Cl)cc2)s1
 : -13, -2, -5, -1.8, -1, 26, 6, 0.6, -21
COc1ccc(C)c2sc(NC(=O)C3CC3)nc12
 : -14, 6, 12, -0.8, -2, -3, 2, 1.2, 13
Cc1ccc(C(=O)Nc2ccc3c(c2)nc(CCNC(=O)c2ccco2)n3C)cc1
 : -19, -1, -8, -2.1, -5, 18, -2, -3.0, 0
O=c1[nH]cnc2c1ncn2[C@H]1CC[C@@H](CO)O1
 : 0, 1, -8, -2.6, -1, 7, -4, -3.2, -1
Cc1nnc(N/N=C\c2ccc(-c3cccc(C(=O)O)c3)o2)n1N
 : 4, 51*, -3, -5.2, -1, 11, 3, -3.6, 9
Cc1cc(C)c2c(-n3cccc3)n[nH]c2n1
 : -4, 2, 0, -0.9, 2, 9, 1, -2.4, -4
CCOC(=O)C1CCCN(C(=O)c2cccc3ccccc23)C1 (stereo unspecified)
 : -21, 1, 2, -1.8, 3, -1, 1, -3.2, -11
O=C(c1ccccc1)N1CCN(c2ncccn2)CC1
 : -5, 2, -5, -4.5, 2, 11, 9, -2.3, 1

(continued)
The line under a structure holds: DNA FID counter, PfM18AAP inh, p-CIP stab down, IMP-1 inh, IDE cell activ, SUMO HTRF inh, IDE inh, VIM-2 inhibitor, NS3 helicase inh
CNc1ccc(Oc2c(F)c(F)nc(F)c2F)cc1
 : -7, 3, -4, -3.5, -1, 0, -1, 0.3, -5
COc1cc(CN2CCCN(C)CC2)c([N+](=O)[O-])cc1OC
 : 11, 13, -6, -2.6, 3, 13, -1, -3.9, 5
COc1cc(NC(=O)c2cc3ccccc3cc2O)c(OC)cc1Cl
 : 2, -6, -5, -0.2, 0, 34, 2, -0.3, 12
O=C(COc1ncnc2cc(Cl)ccc12)c1ccccc1
 : -3, -5, -7, -3.2, -4, 24, -2, -0.8, -1
COCCNC(=O)c1ccc(NC(C)=O)cc1
 : -4, 7, -6, -2.7, -2, 28, 2, -5.4, 3
COc1ccc(C2CC(c3ccco3)n3ncnc3N2)cc1 (stereo unspecified)
 : -4, -6, -1, -1.6, 4, 15, 4, -1.7, 2
CCOC(=O)c1c(C)nc2sc(C(=O)Nc3ccc(C(C)=O)cc3)c(N)c2c1-c1ccc(OC)cc1
 : -22, -5, -13, -3.0, 8, 29, -1, -4.7, 2
Cc1cc(NC(=O)c2cnccn2)no1
 : -3, 7, -2, -2.0, ·, 11, ·, -2.5, 1
COCCCNC(=O)c1cc2c(s1)CS(=O)(=O)C2
 : 0, 2, -12, -4.0, 4, 19, 2, -6.6, -3
CC(=O)Nc1ccc(C(=O)OCC(=O)NCc2ccc(Cl)cc2)cc1
 : -22, 1, 7, -2.8, ·, -11, 1, -3.2, 2
N#CC1(C#N)CC(C=O)=C(N)C1(C#N)CC(=O)C12CC3CC(CC(C3)C1)C2 (stereo unspecified)
 : -6, 8, 9, -3.8, 2, 19, 1, -2.0, 13
CC1(C)CC(=O)c2c(noc2-c2ccccc2)C1
 : 3, -6, -6, -4.4, 4, 0, 2, -1.3, 4

Rows were taken by chance. About 3.6% of those tested had a hit in this group.
